H9c2 TAG inh: reduces triacylglycerol accumulation in H9c2 cells | Nile Red lipid (TAG) fluorescence; cells loaded with 200 µM oleic acid | inhibition, % at 12.5 µM | 0.66% of 230,000 active;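 active = pattern-corrected inhibition of lipid staining of at least 50% with the nuclear-stain viability signal not falling by more than 50%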;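 also: 0% = DMSO wells and 100% = triacsin C control wells; some results filed as inactive read as strong as hits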
H9c2 TAG inh DAPI viability: recorded beside H9c2 TAG inh, whose call it bears; DAPI nuclei signal change (viability), lower = more cytotoxic, %;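 whole-well DAPI fluorescence read on a plate reader as a viability signal; minus 50 percent equals half of cells still viable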
An asterisk follows results filed as active. Some of the compounds tested; count on the stated rates, not on these rows.

SMILES | H9c2 TAG inh | H9c2 TAG inh DAPI viability
CCN(CC)C(=O)Cn1cc(S(=O)(=O)CC(=O)NCc2ccccc2)c2ccccc21 | 11 | 1
CC(C)N(C(=O)c1ccc(Cc2cn(C)c3ccccc23)nc1)C(C)C | -9 | -1
CC(C)CC1NC(=O)N(CC(=O)Nc2ccc3c(c2)CCC3)C1=O (stereo not given) | -10 | 2
Cc1nc(C(=O)NC2CCCCC2)sc1C1(C)CC(c2cccc([N+](=O)[O-])c2)=NO1 (stereo not given) | -91 | 1
COc1ccc2c(c1)OC(=O)CC2c1cc(OC)c(OC)c(OC)c1 (stereo not given) | 0 | 1
Cc1nc2ccc(NC(=O)Cc3c(F)cccc3Cl)cc2s1 | 1 | 4
NC(=O)C1(c2ccccc2)CCOCC1 | 19 | -12
Cc1ccc(OCCNC(=O)c2ccc3c(c2)OCO3)cc1 | 3 | -5
CCn1c(O)c(N=NC(=O)c2cccnc2)c2cc(Br)ccc21 | 6 | 4
Cc1cc(OCC(=O)Nn2cnnc2)c(C)cc1Br | -13 | 5
Cc1ccsc1/C=N/n1c(-c2cccnc2)n[nH]c1=S | -2 | 5
Cc1cc(C)cc(NC(=O)CSc2nnc(-c3ccccc3)n2N)c1 | 22 | -4
Cc1oc2cc(O)ccc2c(=O)c1-c1ccccc1 | -3 | 3
O=C(Nc1cc(C(F)(F)F)ccc1N1CCCC1)C1CCCO1 (stereo not given) | -4 | -4
O=C(c1cc2cc(Br)ccc2o1)N1CCCCC1 | 3 | -7
O=C(CSc1cnc2ccccc2n1)NC1CCCC1 | 26 | -4
O=S(=O)(N(Cc1ccccc1)[C@@H](CO)Cc1ccccc1)N(Cc1ccccc1)[C@@H](CO)Cc1ccccc1 | -10 | -3
CCC(CC)NC(=O)Cc1ccc(S(=O)(=O)N2CCOCC2)s1 | 6 | -4
Cn1cc(S(=O)(=O)N2CCOCC2)cc1C(=O)Nc1ccc(Cl)cc1 | 19 | -19
O=C1CCN(Cc2ccc(Br)cc2)CCN1CCO | -4 | 1
O=C(Nc1cccc(Cl)c1)OC1CCCCc2cccnc21 (stereo not given) | -8 | 3
COc1ccc(CC(NC(C)=O)C(=O)NC2CCN(C(=O)Nc3ccccc3Cl)CC2)cc1OC (stereo not given) | 13 | -2
CC(C)CC(=O)c1c[nH]c(C(=O)N2CCN(Cc3ccccc3)CC2)c1 | 4 | 3
CCCc1ccc2oc(C(=O)NCCN3CCCC(O)C3)c(C)c2c1 (stereo not given) | 17 | -5
CCOC(=O)c1[nH]c(C)c(C(=O)OCC(=O)NCc2ccc(OC)cc2)c1C | 33 | -5
CC(C)N(Cc1ccccc1)C(=O)COc1ccccc1 | -7 | 2
COc1ccc(NC(=O)CNS(=O)(=O)c2ccc3nc(C)sc3c2)c(OC)c1 | 3 | 13
O=C(C[C@@H]1C[C@H]2c3cc(NC(=O)c4cccnc4)ccc3O[C@H]2[C@H](CO)O1)NCc1ccc(Oc2ccccc2)cc1 | 24 | -10
Cc1c(C(=O)N2CCCC2(C)C(=O)NCC(C)C)oc2ccccc12 (stereo not given) | -1 | -1
O=C(CCCN1CCC(O)(c2ccc(Br)cc2)CC1)c1ccc(F)cc1 | 13 | -9
CCSc1nc2c([nH]1)c(=O)n(C)c(=S)n2C | 6 | 9
O=C(NCc1nnnn1-c1ccc(F)c(F)c1)C(=O)c1c[nH]c2ccccc12 | -6 | -5
CCN(CC)CCCN(CC(=O)N(C)Cc1ccccc1)C(=O)c1ccc([N+](=O)[O-])cc1 | -7 | 4
COc1ccc(NC(=O)C(CCSC)NC(N)=O)cc1Cl (stereo not given) | 2 | -2
CC(C)CNC(=O)C(=O)NCC1CCCN1S(=O)(=O)c1cccs1 (stereo not given) | 1 | 1
CC/C(C)=N\Nc1nc(-c2cc3cc(OC)ccc3oc2=O)cs1 | 13 | 7
CCC/C(O)=N\S(=O)(=O)c1ccc(N=NN(C)C)cc1 | -32 | 5
COc1cc(Oc2ccccc2)nc(N)n1 | 3 | 2
COc1ccc(-n2c(SCC(=O)Nc3nccs3)nc3c(c2=O)SC(C)C3)cc1 (stereo not given) | 12 | -15
Cn1c(=O)n(C)c2cc(S(=O)(=O)NCC(=O)O)ccc21 | -2 | 0
CS(=O)(=O)c1ccccc1-c1nc(-c2ccc(C(F)(F)F)cc2)no1 | -5 | -4
COCCCNC(=O)c1ccc2c(c1)OCO2 | -7 | 0
CCCCCc1c(O)nc(SCC(=O)NCC2CCCO2)[nH]c1=O (stereo not given) | 17 | -11
Cc1ccc(N2CCN(C(=O)c3cccs3)CC2)cc1C | 12 | 9
Cc1csc(SCC(=O)NCc2ccc3c(c2)OCO3)n1 | -3 | -3
COCCCNC(=S)Nc1cccc(SC)c1 | 0 | -11
CCC(=O)Nc1cc(C)c(NC(=O)c2ccccc2OC)cn1 | 19 | 2
CC(=O)Nc1cccc(NC(=O)CSc2nc(=O)n(Cc3ccncc3)c3c2CCC3)c1 | -3 | -4
COc1ccc(NC(=O)COC(=O)CCCOc2ccc(Cl)cc2Cl)cc1 | -5 | 8
Cc1ccc(NC(=O)Nc2ccon2)cc1 | 11 | -13
CCOc1ccccc1N1CCN(C(=O)c2ccc3nc(N)sc3c2)CC1 | -2 | -3
CC1=NNC(=O)C1Cc1ccccc1 (stereo not given) | 0 | 6
COc1ccc(C(=O)c2ccc(N3CCN(C(=O)c4ccc(F)cc4)CC3)c(F)c2)cc1Br | -28 | 10
C=CCC1NS(=O)(=O)OCC1C(C)C (stereo not given) | -12 | -3
Cc1nc(C)c(-c2ccc(SCC(=O)Nc3cccc(F)c3)nn2)s1 | -9 | -7
CCOc1cc2c(cc1/C=C1/NC(=O)N(CC(=O)OC)C1=O)OCO2 | -14 | 11
CCOC(=O)Cn1nc(C)c(NC(=O)CCc2ccccc2)c1C | -3 | -3
CSc1cccc(NS(=O)(=O)c2ccc(F)cc2)c1 | -26 | -11
CCOC(=O)CSc1ccc(C(=O)Nc2ccc(OC)cc2)cn1 | 3 | 4
N#CC1(NC(=O)CSc2ccccn2)CCCCC1 | 7 | -5
Further structures follow.
SMILES | H9c2 TAG inh | H9c2 TAG inh DAPI viability
Cc1ccc(NC(=O)Nc2ccccc2F)cc1S(=O)(=O)N1CCOCC1 | 14 | -12
Cc1ccc2c(c1)nnn2C1CCN(S(=O)(=O)c2ccc(C(=O)N3CC(C)CC(C)C3)cc2)CC1 (stereo not given) | -1 | -3
CCCn1c(CN2CCN(C(=O)OCC)CC2)nc2c1c(=O)n(C)c(=O)n2C | -18 | 0
CN(Cc1ccccc1N1CCCC1)C(=O)c1cc2cc(Cl)ccc2o1 | -61 | 9
O=C(c1ccccc1F)N1CCN=C1SCc1cccnc1 | 13 | -4
Cc1cc(C)c(NC(=O)CSc2nc3c(c(=O)n2C)SC(C)C3)c(C)c1 (stereo not given) | -25 | 4
CCOc1cc(N2CCOCC2)c(OCC)cc1NC(=O)CSc1nc(N)cc(=O)[nH]1 | 7 | -7
O=c1[nH]n2c(=O)c3c([nH]c2c1N=Nc1cccc(C(F)(F)F)c1)CCCC3 | 17 | -3
CC(c1nc2scc(-c3ccccc3)c2c(=O)[nH]1)N1CCN(CC(=O)NC2CC2)CC1 (stereo not given) | 11 | -5
Cc1ccccc1N(CC(=O)NCCc1ccccc1)C(=O)c1ccc(N2CCCC2)nc1 | 20 | -12
O=C(O)CC(CC(=O)Nc1nncs1)c1ccccc1 (stereo not given) | -9 | 3
O=C(COC(=O)/C=C/c1cccc(F)c1)NC1CCCCC1 | 1 | 4
Cc1ccc(C)c(C(=O)CN2C(=O)CCC2=O)c1 | -2 | 10
COc1ccc(CNC(=O)c2cccc(NC(=O)c3ccccc3)c2)cc1 | -25 | 7
CN(CCOc1ccc(-c2ccn(S(=O)(=O)c3c(Cl)cccc3Cl)n2)cc1)c1ccccn1 | -33 | 6
O=[N+]([O-])c1ccc(O)c(C=Nc2ccc3c(c2)OCO3)c1 | 11 | -8
Cc1cc2c(c(=O)n1Cc1ccccn1)C(C(C)C)C(C#N)=C(N)O2 (stereo not given) | 5 | -11
Clc1ccc(-n2nnnc2-c2ccno2)cc1 | 3 | 4
CC(C)CNc1oc(-c2ccc(F)cc2)nc1C#N | 5 | 10
O=S(=O)(c1ccc(F)cc1)N1CCCC(CO)C1 (stereo not given) | 9 | -2
CC1(C(=O)NS(=O)(=O)c2ccc(Cl)cc2)CCN1C(=O)Cc1ccccc1Cl (stereo not given) | 3 | 1
CN(C[C@H](Cc1ccccc1)N(C[C@@H](CC1CCCCC1)N(CCc1ccccc1)N=O)N=O)N=O | 23 | -14
COc1nc(C)c2cc(C)oc2n1 | -3 | 4
Cc1cc2c(sc3ccccc32)c(C)n1 | 0 | 1
COc1ccc([C@H]2CC(=O)C=C(c3ccc(F)cc3OCc3ccccc3)C2)cc1OC | -17 | -2
Cc1cccn2c(Nc3ccccc3)c(-c3ccccn3)nc12 | 34 | -3
CC(C)C(=O)OCCN=C1NS(=O)(=O)c2ccccc21 | 13 | -6
CC(C)C(C(=O)Nc1ccc2c(c1)OCCOCCOCCOCCO2)N1C(=O)c2ccccc2C1=O (stereo not given) | 5 | -7
Cc1cc(OCC(O)CN(CCO)CCO)ccc1Cl (stereo not given) | -6 | 7
COc1cccc(CN(C)C(=O)c2cccc(S(=O)(=O)Nc3cccc(C)c3)c2)c1OC | 0 | -2
COCCNC(=O)C(=O)Nc1ccc(Cl)cc1C | 0 | 1
COc1cc(OC)cc(C(=O)NNC(=S)NCc2ccco2)c1 | -4 | 3
CCCCN1CC(COCc2ccccc2)Oc2cccc(NCc3ccc(OC)cc3)c2S1(=O)=O (stereo not given) | -11 | 11
CC1=CC(=O)C(C(C)=Nc2ccccc2[N+](=O)[O-])C(=O)O1 (stereo not given) | 7 | 2
OC[C@H]1NC[C@@H](O)[C@@H]1O | 2 | 0
CN1CCN(c2ccc(S(=O)(=O)N3CCCCC3)cc2NC(=O)COc2cccc(Cl)c2)CC1 | 6 | 11
NC(=O)c1cccc(-c2cnc3c(Nc4cccc(OC(F)(F)C(F)F)c4)nccn23)c1 | 13 | 5
Cc1cc(/C=C(\C#N)C(=O)NCc2cccs2)c(C)n1-c1ccccc1F | -270 | 4

Filtered by structure, the compounds so far with a COOH group (two)
SMILES | H9c2 TAG inh | H9c2 TAG inh DAPI viability
Cn1c(=O)n(C)c2cc(S(=O)(=O)NCC(=O)O)ccc21 | -2 | 0
O=C(O)CC(CC(=O)Nc1nncs1)c1ccccc1 (stereo not given) | -9 | 3

In the list so far, these contain an aryl thioether with sulfur outside any ring:
SMILES | H9c2 TAG inh | H9c2 TAG inh DAPI viability
Cc1cc(C)cc(NC(=O)CSc2nnc(-c3ccccc3)n2N)c1 | 22 | -4
O=C(CSc1cnc2ccccc2n1)NC1CCCC1 | 26 | -4
CCSc1nc2c([nH]1)c(=O)n(C)c(=S)n2C | 6 | 9
COc1ccc(-n2c(SCC(=O)Nc3nccs3)nc3c(c2=O)SC(C)C3)cc1 (stereo not given) | 12 | -15
CCCCCc1c(O)nc(SCC(=O)NCC2CCCO2)[nH]c1=O (stereo not given) | 17 | -11
Cc1csc(SCC(=O)NCc2ccc3c(c2)OCO3)n1 | -3 | -3
COCCCNC(=S)Nc1cccc(SC)c1 | 0 | -11
CC(=O)Nc1cccc(NC(=O)CSc2nc(=O)n(Cc3ccncc3)c3c2CCC3)c1 | -3 | -4
Cc1nc(C)c(-c2ccc(SCC(=O)Nc3cccc(F)c3)nn2)s1 | -9 | -7
CSc1cccc(NS(=O)(=O)c2ccc(F)cc2)c1 | -26 | -11
CCOC(=O)CSc1ccc(C(=O)Nc2ccc(OC)cc2)cn1 | 3 | 4
N#CC1(NC(=O)CSc2ccccn2)CCCCC1 | 7 | -5
Cc1cc(C)c(NC(=O)CSc2nc3c(c(=O)n2C)SC(C)C3)c(C)c1 (stereo not given) | -25 | 4
CCOc1cc(N2CCOCC2)c(OCC)cc1NC(=O)CSc1nc(N)cc(=O)[nH]1 | 7 | -7

Compound activity: PubChem, Sanford-Burnham Center for Chemical Genomics
